# CFTR F508del cor: correctors of CFTR F508del function in bronchial epithelial cells. CFBE cells, YFP halide quenching; stimulated with forskolin plus potentiator P3; % fluorescence drop versus neutral controls. activity (quench increase), % at 7.58 µM. hit rate 0.36% among 350,000. AID 720511;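 active = mean added fluorescence quench of at least 8% versus neutral control, with both replicates also reaching 8%; inconclusive = only one of the mean or replicate conditions met; inactive = mean below 8% and not both replicates reaching 8%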;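 also: cells transiently co-express mutant CFTR-F508del with the halide-sensitive YFP; corrector assay measuring rescue of mutant channel to the surface after 24 h compound exposure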
# INS-1E GSIS act: primary screen for activators of insulin secretion dependent on glucose, INS-1E cells, GLuc reporter luminescence; INS-1E GLuc reporter insulin secretion, 2-3 h; activation, % at 16.6 µM; hit rate 0.61% among 370,000;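 active = lowest replicate activation of at least 40%, so every replicate reaches that level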;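 also: 0% = median of neutral control wells and 100% = median of IBMX positive control wells; some compounds called inactive have numbers as strong as hits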
# ERp5 inh: inhibitors of human ERp5; ERp5 insulin aggregation, absorbance 650 nm, 90 min; Q15084; inhibition, % at 9.99 µM; hit rate 0.05% among 350,000;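 active = mean replicate inhibition above about 25%, with every replicate also reaching it, limit read from the data, passing the limit was not always enough; inconclusive = only one of those two criteria met; inactive = neither criterion met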
# Target sequence (Q15084 whole entry, looked up): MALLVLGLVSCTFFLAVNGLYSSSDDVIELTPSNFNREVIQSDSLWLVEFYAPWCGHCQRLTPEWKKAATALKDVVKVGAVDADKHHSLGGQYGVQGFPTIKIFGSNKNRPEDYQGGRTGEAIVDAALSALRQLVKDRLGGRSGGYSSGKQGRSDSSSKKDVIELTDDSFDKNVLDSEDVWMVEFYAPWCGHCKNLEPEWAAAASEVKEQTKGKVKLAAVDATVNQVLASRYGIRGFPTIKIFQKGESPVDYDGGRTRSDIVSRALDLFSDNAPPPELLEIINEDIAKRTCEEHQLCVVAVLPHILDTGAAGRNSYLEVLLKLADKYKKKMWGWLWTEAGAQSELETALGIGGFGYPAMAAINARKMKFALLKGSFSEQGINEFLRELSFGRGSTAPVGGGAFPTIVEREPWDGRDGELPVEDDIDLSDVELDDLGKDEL
# DENV2 CPE: protects cells from dengue virus 2 cytopathic effect. DENV2-infected cells, cytopathic effect rescue, plate reader. hit rate 1.7% among 350,000. CPE inhibition, % at 9.99 µM; in the data active = CPE inhibition above about 20%, passing the limit was not always enough; inconclusive = no clear call, values can overlap the other calls; tested in BHK-21 cells;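 also: 0% = median of neutral control wells and 100% = median of positive control wells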
# ARNT TACC3 PPI: ARNT/TACC3 interaction disruption. AlphaScreen His-ARNT PAS-B/GST-TACC3 binding, luminescence; TACC3 fragment carries E629A point mutation. hit rate 0.66% among 390,000. inhibition, % at 9.99 µM;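 active = mean inhibition of replicates at least 50% and at least half of replicates each reaching 50%; inconclusive = half or more replicates reach 50% but mean below 50%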;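 also: 0% = complete ARNT plus TACC3 wells and 100% = ARNT alone without TACC3; many hits fall short of the cut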
# EWS-Fli block: inhibitors of EWS/Fli oncoprotein transcriptional activity; hit rate 0.67% among 350,000; A673 NR0B1-luciferase reporter, viability-normalised; inhibition, % at 12.6 µM; AID 651661;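 active = mean inhibition of at least 50% after viability correction, with every replicate also passing that limit; inconclusive = mean reaches 50% but only one of two replicates passes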;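 also: firefly luciferase signal divided by Alamar Blue viability fluorescence both relative to DMSO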
# XiGFP reactiv: X-chromosome reactivation activator; XiGFP mouse fibroblasts, % GFP-positive cells imaging, 3 d; cells co-treated with 5-aza-dC sensitizer; scaled so ellipticine positive control = 100%; activation, % at 7.58 µM; hit rate 0.055% among 360,000;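 active = mean normalized replicate activation at least 10% and every replicate at or above 10%; inconclusive = only one of the two criteria met; inactive = mean below 10% and not all replicates reach 10%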;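 also: 0% = median of on-plate neutral control wells and 100% = ellipticine 6 µM median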
#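 material = 68-5-11 XiGFP fibroblast line | medium = DMEM plus 5-aza-dC sensitizer | schedule = 3 days compound exposure | benchmarks = positive control ellipticine, 6 µM final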
# PAX8 reporter: inhibitors of PAX8 transcriptional activity in RMG-I cells; RMG-I TPO-luciferase reporter, SteadyGlo, 24 h; inhibition, % at 12.6 µM; hit rate 1.2% among 360,000;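 active = mean replicate inhibition at least 60% with every replicate also reaching 60%; inconclusive = only one of the two criteria is met; inactive = mean below 60% and not all replicates reaching 60%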;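 also: luciferase light reporting Pax8 driven TPO promoter activity; plate controls were median of neutral control wells for no effect and mitoxantrone controls for full effect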
# The depositor's hits bear a star; ? = inconclusive; . = no result given; & = joins results of further samples.
SMILES,CFTR F508del cor,INS-1E GSIS act,ERp5 inh,DENV2 CPE,ARNT TACC3 PPI,EWS-Fli block,XiGFP reactiv,PAX8 reporter
CC(=O)N1CCc2c(sc(NC(=O)Cc3ccc(F)cc3)c2C(N)=O)C1,1.8,-0.9,2.4,10.4,.,-4.5,0.0,-6.1
N#CC1=C(N)N2C(=C(C#N)C13CCCC3)Nc1ccccc12,2.8,6.3,6.6,10.9,-2.8,0.5,0.0,13.4
COc1ccc(NC(=O)Cn2nnc(-c3ccccc3)c2COc2ccc(C(C)=O)cc2)cn1,0.2,3.5,4.3,-11.9,.,2.2,0.2,3.7
CC(C)NC(=O)Nc1ccc2c(c1)CC(=O)N([C@H](C)CO)C[C@@H](C)[C@H](CN(C)Cc1ccc3c(c1)OCO3)O2,1.0,26.4,-0.2,?,21.1,.,-0.1,-39.5
O=c1c2ccccc2nnn1COc1cccc(Cl)c1,1.9,-5.8,1.9,-2.5,-3.2,-80.2,0.0,-109.3
CC(=O)/C(=N/Nc1ccc(C)cc1)Sc1nnc(CCc2ccccc2)n1-c1ccccc1,1.4,-4.0,1.4,2.5,.,6.5,0.1,12.2
O=C(O)C1=C[C@H](c2ccccc2)C[C@H](OCc2ccc(CO)cc2)O1,0.3,-4.0,-2.2,-6.9,.,-2.5,-0.1,-7.6
Cc1cccc(NC(=O)CN(C)C(C)C(=O)Nc2ccc(S(=O)(=O)N3CCCC3)cc2)c1C (stereo not drawn),1.0,-17.7,0.1,0.0,0.9,0.1,0.2,19.9
COc1ccc(S(=O)(=O)N(C)C[C@H]2Oc3cc(C#CC4CCCCC4)ccc3S(=O)(=O)N([C@@H](C)CO)C[C@@H]2C)cc1,-1.6,.,-7.8,-1.2,-8.9,11.2,-0.7,.
CCCCNC(=O)C(=O)N/N=C/c1ccc(OCc2ccccc2)cc1,0.2,2.3,-0.1,1.7,-11.1,-6.7,0.0,22.7
COc1ccc(CNC(=O)C[C@H]2C[C@H]3c4cc(NC(=O)C5CCC5)ccc4O[C@H]3[C@@H](CO)O2)cc1,-4.6,5.3,3.7,1.0,-8.7,-12.8,0.2,-23.1
O=C(NCCc1ccc(Cl)cc1)c1cnccn1,2.1,1.5,3.3,3.0,-0.6,-7.9,-0.3,-9.0
CCOC(=O)C1CCCN(CC(=O)Nc2nccs2)C1 (stereo not drawn),0.8,-3.9,2.0,0.2,-3.2,-19.0,0.1,6.6
C[C@H]1CN([C@@H](C)CO)S(=O)(=O)c2ccc(Br)cc2O[C@H]1CN(C)C(=O)Cc1ccncc1,3.0&0.7,1.2&10.9,-4.2&0.4,10.6&2.7,-5.3,0.4&-3.0,-0.5&0.1,3.0
O=C(CN1CCOCC1)NCC[C@@H]1CC[C@H](NS(=O)(=O)c2ccc(F)cc2)[C@H](CO)O1,1.4,-3.4,4.5,16.3,2.2,-0.3,-0.1,-0.2
COc1cccc(-c2cnc(C(O)c3cc(Cl)cc(Cl)c3)[nH]2)c1 (stereo not drawn),-3.7,.,-0.7,?,.,-10.2,0.4,6.6
COCCNCC(=O)Nc1ccccc1Sc1ccccc1,-2.6,7.9,6.5,-1.0,-1.1,-4.6,0.1,-25.7
Cn1cnc(S(=O)(=O)N2C[C@H](O)COC[C@H]3O[C@@H](CC(=O)N4CCN(c5ccccc5)CC4)CC[C@@H]32)c1,-1.2,8.2,-9.3,2.3,-3.0,-8.0,0.0,4.7
C[C@H](CO)N1C[C@H](C)[C@H](CN(C)C)Oc2cc(-c3ccc(C(=O)N(C)C)cc3)ccc2S1(=O)=O,-0.5,3.7,-1.6,10.5,-1.5,-2.5,-1.4,.
CSc1ccc(CNC(=O)Cn2nc(C)c3c(C)n(-c4ccc(C)cc4)nc3c2=O)cc1,-0.9,21.0,6.5,8.3,-4.8,.,0.0,5.1
C=CC(C)N1C(=O)S/C(=C\c2ccc(N3CCOCC3)cc2C)C1=O (stereo not drawn),.,-8.7,5.1,-3.9,10.1,-8.7,0.1,-86.5
O=C(Nc1ccc(C(=O)N2CCOCC2)cc1)c1ccc([N+](=O)[O-])cc1,1.8,15.0,0.4,2.9,-3.0,-2.5,-0.1,4.4
C[C@@H]1CN([C@H](C)CO)C(=O)c2cc(-c3ccccc3)cnc2O[C@@H]1CN(C)CC1CC1,-1.6,13.7,10.4,5.2,3.9,-14.6,0.0,-9.8
COc1ccc(C2Nc3ccccc3C(=O)N2c2ccc(C)cc2)cc1Cn1nnc2ccccc21 (stereo not drawn),1.5,3.3,-4.0,-2.9,-6.7,-32.2,.,.
Cn1c(CC(=O)NNC(=O)c2ccc(Cl)nc2)nc2ccccc21,-1.2,-1.5,4.1,12.7,0.8,13.0,0.1,5.1

# Rewritten tab-delimited: three of the compounds above
SMILES	CFTR F508del cor	INS-1E GSIS act	ERp5 inh	DENV2 CPE	ARNT TACC3 PPI	EWS-Fli block	XiGFP reactiv	PAX8 reporter
COc1ccc(S(=O)(=O)N(C)C[C@H]2Oc3cc(C#CC4CCCCC4)ccc3S(=O)(=O)N([C@@H](C)CO)C[C@@H]2C)cc1	-1.6	.	-7.8	-1.2	-8.9	11.2	-0.7	.
CCCCNC(=O)C(=O)N/N=C/c1ccc(OCc2ccccc2)cc1	0.2	2.3	-0.1	1.7	-11.1	-6.7	0.0	22.7
COc1ccc(CNC(=O)C[C@H]2C[C@H]3c4cc(NC(=O)C5CCC5)ccc4O[C@H]3[C@@H](CO)O2)cc1	-4.6	5.3	3.7	1.0	-8.7	-12.8	0.2	-23.1

# Other compounds follow.
SMILES,CFTR F508del cor,INS-1E GSIS act,ERp5 inh,DENV2 CPE,ARNT TACC3 PPI,EWS-Fli block,XiGFP reactiv,PAX8 reporter
CN(CC(=O)NC1CCCCCC1)S(=O)(=O)c1ccc(F)cc1,-2.3,15.0,-9.3,3.8,-3.3,.,0.0,-38.6
COc1ccccc1C(=O)NCC(=O)N/N=C/c1cn[nH]c1-c1ccccc1,-0.5,-4.9,2.3,4.5,-4.0,12.8,0.0,12.1
Cc1oc(-c2ccc(Cl)cc2)nc1CN1CCC(C(=O)NCCCN2CCCC(C)C2)CC1 (stereo not drawn),-2.6,9.6,1.7,10.5,9.6,.,-0.1,?
Cc1ccc(S(=O)(=O)Nc2ccc3c(c2)C(=O)N([C@H](C)CO)C[C@@H](C)[C@H](CN(C)Cc2ccc(C(=O)Nc4ccccc4N)cc2)O3)cc1,-1.2,9.6,2.2,13.5,.,-5.2,0.2,0.4
CCN(C(=O)CSc1nnnn1C)c1c(N)n(Cc2ccccc2)c(=O)[nH]c1=O,-1.7,-1.7,-1.7,-1.1,2.1,-2.0,0.3,0.2
CCCCNC(=O)c1ccccc1NC(=O)c1ccc2c(c1)OCO2,.,4.7,-0.7,0.4,.,-6.8,0.1,-2.2
COc1cccc(CNC(=O)[C@@H]2CCCN2C(=O)[C@H]2CCCCN2C(=O)c2c(F)cccc2F)c1,0.6,-5.6,4.8,-7.1,.,-10.0,0.5,-3.5
COc1nc(/C=C/N(C)C)c([N+](=O)[O-])c(OC)n1,2.3,6.5,2.9,-6.7,2.0,-1.5,-0.1,14.8
Cc1ccccc1-c1ccc([C@@H]2[C@@H](CO)N3C(=O)CN(C(=O)Cc4ccccn4)C[C@H]23)cc1,-0.2,6.3,0.6,-6.4,.,1.3,0.3,-4.4
CCCc1n(CC(O)COC2CCCCC2)c2ccccc2[n+]1C (stereo not drawn),1.7,-19.4,2.5,-1.4,-3.0,1.3,0.0,-15.1
COC(CNC(=O)c1ccc(N2CCC3(CC2)OCCO3)c([N+](=O)[O-])c1)OC,4.9,.,0.2,-2.7,-7.4,-40.0,0.0,5.7
Cc1ccc(NC(=S)N/N=C2/CCCCc3ccccc32)cc1,-3.5,-16.5,0.2,1.8,0.1,-31.7,-0.1,-31.4
CCN(CC)C(=O)C1=C(C)N(Cc2ccc(OC)cc2)C(=O)C(CC(=O)NCCCCc2ccccc2)C1 (stereo not drawn),1.3,.,4.9,-7.4,.,-0.7,0.1,8.4
O=C1Nc2ccccc2S/C1=C/c1cccs1,3.7,.,-0.9,0.6,-9.4,-53.3,0.1,-28.1
CCCCCCCCN1C(=O)[C@H](CC(=O)NCCC(C)C)C[C@@]2(C(=O)OC)CCCCC=C12,-3.5,.,2.9,7.2,.,11.6,0.5,20.5
Cc1ccc(S(=O)(=O)N2[C@@H](c3cccc(Cl)c3)C(C(=O)O)=CC[C@H]2c2ccc(Cl)cc2)cc1,2.1,4.5,-11.6,6.2,-10.3,6.3,-0.2,-1.1
O=C(Nc1cccnc1Cl)C1CCCN(c2ncnc3c2nc2n3CCCCC2)C1 (stereo not drawn),-1.3,8.9,-6.4,-8.2,13.1,.,0.0,5.1
O=C(COc1ccc(Br)cc1)NCCCNC(=O)c1cccnc1,1.9,-8.2,0.7,1.2,-14.6,.,0.0,0.9
CCC(=O)N1[C@@H]2CN(C(=O)c3ccccc3F)c3ccccc3[C@@H]2[C@@H]1CO,-0.7,4.9,-2.1,3.8,-2.0,-0.9,0.0,2.1
Cc1cccc(OCC(=O)NC2CCCC2)c1,-0.3,-5.0,6.5,-4.4,-4.6,-28.4,0.2,-13.7
Cc1nn(Cc2ccccc2)c(C)c1C(=O)NCCN1C(=O)S/C(=C\c2ccc(F)cc2)C1=O,0.1,-3.4,-2.2,-3.3,-3.0,1.3,0.0,18.1
CC(=O)c1cccc(-c2ccnc3c2CC(C(=O)NCc2ccncc2)O3)c1 (stereo not drawn),2.7,.,-3.0,6.8,.,-3.3,0.3,15.5
CC(C)N(C)Cc1nnnn1CC(=O)N(C)Cc1ccc(F)cc1,-1.5,0.1,1.2,-2.3,-1.3,15.3,0.2,8.4
CCc1nnc(NC(=O)c2cccc(S(=O)(=O)N3CCCCC3)c2)s1,-1.6,0.7,-2.1,10.5,-7.8,.,0.0,-1.9
O=c1oc2cc([N+](=O)[O-])ccc2nc1/C=C(\O)c1cccc(Br)c1,-0.9,.,-6.9,13.7,-7.4,13.3,0.0,3.1

# Later entries.
SMILES,CFTR F508del cor,INS-1E GSIS act,ERp5 inh,DENV2 CPE,ARNT TACC3 PPI,EWS-Fli block,XiGFP reactiv,PAX8 reporter
C=CCNC(=S)NNC(=O)c1cc(Cl)ccc1OC,0.6,-5.4,-4.9,-2.0,.,12.1,0.0,12.0
CCC(C)N(C)C1CCN(C(=S)Nc2ccc(OC)cc2)CC1 (stereo not drawn),-1.2,13.5,-5.9,6.7,-4.9,2.4,-0.1,-4.4
CC=Cc1ccc2n(c1=O)C[C@@H]1[C@@H](CO)[C@H](C(=O)N[C@@H](C)c3ccccc3)[C@H]2N1Cc1cncnc1 (mixture of isomers),-2.4,5.1,-5.8,-3.4,-13.2,0.3,0.1,-12.3
C[C@H](CO)N1C[C@H](C)[C@@H](CN(C)Cc2ccc(C(F)(F)F)cc2)Oc2ccc(NS(=O)(=O)c3ccc(Cl)cc3)cc2C1=O,2.5,-22.8,.,.,.,-0.2,0.1,.
CCOc1ccccc1C1CC(c2ccccc2)Nc2nc(N)nn21 (stereo not drawn),1.3,34.1,6.0,0.5,-0.7,12.5,0.3,6.1
O=C(NCc1ccncc1)C1CCCN1S(=O)(=O)c1ccc(Cl)cc1 (stereo not drawn),-1.2,8.9,-6.4,10.8,-7.4,6.6,-0.2,9.3
C[C@H]1CN([C@@H](C)CO)C(=O)c2cc(C3=CCCC3)cnc2O[C@H]1CN(C)C(=O)Nc1cccc(F)c1,-1.9,-11.3,-2.1,-3.2,-5.5,0.5,0.4,5.2
CCC1CCCCN1C(=O)Nc1cc(Cl)ccc1OC (stereo not drawn),.,24.6,-2.0,1.6,-5.9,13.8,-0.1,27.4
